Source: PubChem (several laboratories)
5HT1a antag: blocks the human serotonin 5-HT1a receptor. hit rate 0.68% among 62,000. CHO 5-HT1a Ga15 NFAT-bla reporter, antagonist mode. inhibition, % at 10 µM. AID 612. P08908;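 active = inhibition above the mean of all tested compounds plus 3 SD, cut at about 43% in these data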;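 note: receptor stimulated by 5-CT agonist at 100 nM near EC80; beta-lactamase reporter measured by ratiometric fluorescence of a cleavable substrate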
Target sequence (P08908 whole entry, looked up): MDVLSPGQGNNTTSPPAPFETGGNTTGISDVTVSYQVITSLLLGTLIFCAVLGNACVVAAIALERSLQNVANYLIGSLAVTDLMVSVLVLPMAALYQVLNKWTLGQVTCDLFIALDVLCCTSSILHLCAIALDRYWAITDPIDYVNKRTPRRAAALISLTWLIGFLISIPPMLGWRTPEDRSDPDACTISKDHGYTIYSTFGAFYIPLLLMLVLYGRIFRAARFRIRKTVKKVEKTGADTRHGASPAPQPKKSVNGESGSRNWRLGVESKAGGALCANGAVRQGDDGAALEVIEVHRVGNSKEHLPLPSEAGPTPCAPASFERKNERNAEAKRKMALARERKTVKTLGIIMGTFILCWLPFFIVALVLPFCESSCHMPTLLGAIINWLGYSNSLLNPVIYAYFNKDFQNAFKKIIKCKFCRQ
SF1 activator: activates the human nuclear receptor SF-1; activation, % at 10 µM; Q13285; CHO-K1 Gal4-SF-1 LBD luciferase reporter; % increase over DMSO SF-1-specific signal; hit rate 1.9% among 65,000;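 active = activation above the mean activation of all tested compounds plus 3 SD, cut at about 50% in these data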
Target sequence (Q13285 whole entry, looked up, the tested form may be a part): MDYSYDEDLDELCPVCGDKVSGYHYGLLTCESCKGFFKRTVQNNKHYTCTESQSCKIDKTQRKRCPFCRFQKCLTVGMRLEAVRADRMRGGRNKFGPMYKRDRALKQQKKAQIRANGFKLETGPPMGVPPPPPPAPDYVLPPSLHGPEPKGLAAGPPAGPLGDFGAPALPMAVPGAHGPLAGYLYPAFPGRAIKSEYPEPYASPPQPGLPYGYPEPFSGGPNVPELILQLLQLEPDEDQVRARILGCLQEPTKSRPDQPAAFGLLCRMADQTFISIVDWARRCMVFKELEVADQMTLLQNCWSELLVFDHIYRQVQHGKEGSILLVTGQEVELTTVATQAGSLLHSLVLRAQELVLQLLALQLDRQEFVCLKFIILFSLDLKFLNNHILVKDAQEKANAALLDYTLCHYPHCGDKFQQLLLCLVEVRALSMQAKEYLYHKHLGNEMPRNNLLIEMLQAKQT
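Assay system: CHO-K1 cells co-transfected with Gal4 DBD–human SF-1 LBD, 5xGal4 luciferase reporter / Input: 4,000 cells per well / Incubation: 20 h compound exposure at 37 °C after 1 h cell settling / Detection: SteadyLite luciferase luminescence / Control set: DMSO negative control and −SF1 background wells / Replication: one test per compound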
Ecoli tolC: growth inhibitors of E. coli BW25113 tolC mutant | growth inhibition, % at 10 µM (by protocol) | OD615 | hit rate 2.2% among 65,000;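 active = growth inhibition at or above a cutoff equal to the mean over every tested compound plus 3 SD, cut at about 60% in these data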;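 note: growth measured after 20 h incubation at 37 °C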
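Test system: E. coli BW25113 ΔtolC::kan bacteria | Medium: Kanamycin-containing LB broth (50 µg/mL) | Dosing: One dose of 10 µM final | Times: 20 h incubation with compound, 37 °C | Detection: Optical density read at 615 nm | Read-out basis: Percent growth inhibition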
MMP13 inh: blocks human MMP13 activity | P45452 | MMP-13 fTHP FRET cleavage, Mca fluorescence | inhibition, % at 4 µM | hit rate 0.07% among 65,000 | AID 570;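 active = inhibition above the mean of compound-free control plate wells plus 3 SD, cut at about 14% in these data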;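 note: 0% = DMSO wells and 100% = wells with reference MMP-13 inhibitor after basal subtraction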
HTR1E antagonist: blocks the human 5-HT1E serotonin receptor. P28566. CHO 5-HT1E Ga15 NFAT-bla reporter, FRET, antagonist. inhibition, % at 6 µM. hit rate 0.99% among 65,000;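 active = inhibition above a set limit, the mean inhibition across every tested compound plus 3 SD, cut at about 29% in these data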;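 note: signal is the 460 over 535 nm emission ratio of beta-lactamase substrate; 0% = agonist plus DMSO wells and 100% = wells without agonist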
HTR1E agonist: activates the human 5-HT1E serotonin receptor | P28566 | CHO 5-HT1E Ga15 NFAT-bla reporter, FRET; 0% DMSO wells, 100% control agonist wells | activation, % at 6 µM | hit rate 0.69% among 65,000;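 active = activation above a set limit, the screen-wide mean activation plus 3 SD, cut at about 8.5% in these data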;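 note: 100% = positive control agonist at 1 µM giving full maximal response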
RORa activator: RORA (human) activation. CHO-K1 Gal4-RORA LBD luciferase reporter, luminescence; percent increase over mock-subtracted basal signal. activation, % at 10 µM. hit rate 1.5% among 65,000;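 active = activation above the mean of all tested compounds plus 3 SD, cut at about 49% in these data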;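 note: 0% = DMSO-treated RORA cells and 100% = added signal equal to DMSO minus mock-transfected cells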
NADH coupling: inhibition of NAD/NADH coupling enzymes, library profiling; coupled PK/LDH NADH assays, four targets; hit rate 0.02% among 65,000; IC50, µM (top dose mostly 10 µM), inactives show top-dose inhibition;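 active = single-dose screening hits from any of four coupled enzyme assays that gave an IC50 when retested across doses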;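 note: the DPM-DC format reads NADH fluorescence rather than 340 nm absorbance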
HTR1A agonist: 5-HT1a (human) receptor agonism. P08908. CHO 5-HT1a Ga15 NFAT-bla reporter, FRET ratio; 0% basal, 100% maximal reference agonist. activation, % at 10 µM. hit rate 0.56% among 65,000. AID 567;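 active = activation above the screen-wide mean activation plus 3 SD, cut at about 19% in these data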;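 note: 0% = DMSO wells and 100% = 5-CT at EC100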
Starred values were filed as active, the others as inactive; · = not tested or not shown; [ ] = dose if it differs, or a comment.

SMILES	5HT1a antag	SF1 activator	Ecoli tolC	MMP13 inh	HTR1E antagonist	HTR1E agonist	RORa activator	NADH coupling	HTR1A agonist
O=C(COC(=O)c1ccco1)NC1CCCCC1	-6	-2	-18	0	5	-0.5	-1	8%	-0.7
CCc1ccc(NC(=O)CSc2nnc(-c3cnccn3)n2Cc2ccco2)cc1	-3	-10	9	-1	0	1.2	21	5%	-1.8
O=C(Nc1ccc2c(c1)OCO2)c1cc(C2CC2)on1	19	49	-13	-9	11	0.0	60*	3%	-2.4
Cn1cc(SCC(=O)N2CCN(c3ccccc3)CC2)c2ccccc21	20	-2	13	3	14	0.1	8	3%	-1.4
CC(C)c1ccc2oc(=O)cc(CN3CCN(c4ccc(F)cc4)CC3)c2c1	-6	-2	37	-5	-7	-0.1	-1	7%	-1.1
COC(=O)CCC(NC(=O)c1cc(-c2ccc3c(c2)OCCO3)oc1C)C(=O)OC (centres undefined)	14	12	-3	0	-1	0.5	-4	0%	0.9
O=C(Nc1nnc(CCc2ccccc2)s1)c1ccco1	18	32	0	-3	-2	-0.3	54*	5%	-1.3
O=S(=O)(NCC1CCCO1)c1ccc(S(=O)(=O)N2CCc3ccccc3C2)cc1 (centres undefined)	-7	-13	-18	-2	3	0.2	32	4%	-0.3
O=C1c2ccccc2C(Nc2ccc(F)cc2F)N1CCN1CCOCC1 (centres undefined)	6	5	-10	0	12	1.2	-2	2%	-1.9
COc1cc(NC(=O)Cc2ccc(Cl)cc2)ccc1NC(=O)c1ccco1	-4	0	8	-4	-4	1.7	4	8%	2.8
CCn1nnc(NC(=O)c2cc(Cl)c(OC)c(Cl)c2)n1	-5	-6	-3	-9	-8	-1.6	-7	2%	-1.4
CSc1ccc(C2C(C#N)=C(N)Oc3c2ccc(=O)c2c(C)oc(C)c32)cc1 (centres undefined)	-3	16	10	0	-8	-0.6	-4	5%	-3.9
CCOC(=O)c1cnc(SCc2ccccc2)nc1N	10	67*	16	0	-1	0.8	51*	7%	-2.7
COc1cc(OC)cc(OCC(O)Cn2cnc3cc(C)c(C)cc32)c1 (centres undefined)	11	14	-15	3	-5	1.7	-18	0%	0.2
COc1ccc(C2(C(=O)NCC3CCCO3)CCOCC2)cc1 (centres undefined)	-1	2	-13	-1	-5	3.4	-1	10%	0.7
O=C(NCc1ccco1)c1ccc(COCC(F)(F)F)cc1	8	4	4	-2	-5	-1.3	-15	1%	-0.6
CCOC(=O)C1=CSC2=NS(=O)(=O)CCN12	4	0	-2	-2	15	-1.1	-15	4%	-1.3
Brc1ccc(-c2nc(-c3ccccn3)no2)o1	1	-42	6	-4	5	-0.5	-49	4%	-2.3
COc1ccc(NC(=O)c2cnc3sccn3c2=O)cc1	1	46	-19	2	10	0.5	6	7%	-1.8
CCC(=O)Nc1nnc(Cc2ccccc2)s1	-4	-1	-6	4	14	-0.7	6	1%	-2.3
O=S(=O)(NCc1ccccc1)c1ccc2c(c1)OCCO2	9	-2	1	-6	15	0.2	15	3%	-1.0
CCCCOC(=O)CSCC(=O)Nc1cc(C)on1	2	2	-16	0	-13	-0.3	-4	2%	-0.7
COC(=O)c1ccccc1NC(=O)CSc1nc(NC(=O)c2ccccc2)c2c(C)c(C)oc2n1	-6	-1	19	0	3	0.3	-1	1%	0.7
CCc1ccc2oc(=O)cc(CN3CCN(CCO)CC3)c2c1	-1	-4	-12	0	8	0.9	5	7%	-3.3
COc1ccc(N(C)C(=O)Nc2ccc3c(c2)nnn3C)cc1	5	4	-4	-21	6	-2.6	-5	4%	-0.4

Later entries
SMILES	5HT1a antag	SF1 activator	Ecoli tolC	MMP13 inh	HTR1E antagonist	HTR1E agonist	RORa activator	NADH coupling	HTR1A agonist
Cc1ccc(S(=O)(=O)c2cc3c(=O)n4ccccc4nc3n(CC3CCCO3)c2=N)cc1 (centres undefined)	-10	-12	0	-155[fluorescence artefact?]	-3	1.5	-6	12%	5.0
C=CCn1c(NCc2ccccc2)nc2ccccc21	3	15	8	3	8	0.3	-2	8%	0.1
Cc1ccccc1C(=O)NC1CCN(Cc2nnnn2Cc2ccc(F)cc2)CC1	-17	-9	-11	0	2	0.2	-8	8%	1.0
COc1ccc(-c2c(N)nnc3c2[nH]c2ccccc23)cc1OC	-3	-8	7	-20	2	-0.2	-18	12%[fluoresces]	-1.9
O=c1c2cc3c(cc2[nH]c(=S)n1CCN1CCOCC1)OCO3	-5	4	-6	1	5	-0.6	24	5%	-4.5
CCN(CC)C(=O)Cn1c(=O)n(-c2ccccc2)c(=O)n1CC(=O)N(CC)CC	0	-10	-24	-1	1	0.7	2	7%	0.5
Cc1ccc(C)c(-n2c(SCC(=O)N3CCCC3)nnc2-c2ccccn2)c1	-3	14	-6	0	4	-0.4	11	1%	-1.1
CC(C)(C)NC(=O)C(c1ccccc1F)N(Cc1ccco1)C(=O)c1csnn1 (centres undefined)	-13	-6	-13	-3	-3	0.7	-6	7%	0.3
Cc1cc(C)c(C)c(S(=O)(=O)Nc2ccc(O)cc2)c1C	12	-9	17	4	10	-0.5	-14	4%	-2.5
CCOC(=O)c1nnn(-c2nonc2N)c1CN(CC)CC	1	-6	-2	-3	4	-1.0	10	3%	-0.9
Cc1ccc(NC2=NCC(=O)N2c2ccc3c(c2)OCCO3)c(C)c1	-9	-3	-17	0	-8	-0.4	4	3%	1.2
COC(=O)CCCC(=O)Nc1ccc(Cl)c(Cl)c1	0	11	-2	5	3	-2.1	0	4%	-2.5
Cc1cccn2cc(-c3ccc(F)cc3)nc12	27	30	8	-23	7	0.2	30	4%	-3.2
COC(=O)c1cc(NC2c3ncccc3C(=O)N2Cc2ccccc2)cc(C(=O)OC)c1 (centres undefined)	-1	15	-6	-1	7	0.3	-2	8%	-0.3
COCCNC(=O)C(C#N)c1nc2ccccc2nc1N1CCCCCC1 (centres undefined)	24	-10	·	-25	8	-0.2	-27	20%	1.9
CCOC(=O)C1CCN(Cc2ccc(F)cc2)CC1	11	-15	-6	4	9	-0.4	3	3%	-3.3
Cc1nnc(SCC(=O)N2CC(=O)Nc3ccccc32)n1-c1ccccc1	-10	2	-13	4	-3	1.2	-1	6%	0.2
COc1ccc(-c2nnc(NC(=O)C(C)C)o2)cc1	2	10	-3	2	5	2.3	1	1%	-5.9
Cc1ccc(-c2nc3ncccc3o2)cc1NC(=O)Cc1ccc(Cl)cc1	-8	-5	6	0	6	-0.7	20	4%	-0.2
O=C(COC(=O)C1CC2C=CC1C2)Nc1ccc2c(c1)OC(F)(F)O2 (centres undefined)	4	3	22	6	-1	-1.3	-13	2%	-1.9
O=C(c1ccc(-n2cnnn2)cc1)N1CCN(C(c2ccccc2)c2ccccc2)CC1	23	0	30	1	12	-1.1	-4	6%	-3.0
Cc1ccc2oc(C(=O)NCc3ccc4c(c3)OCO4)c(C)c2c1	-6	9	86*	0	-3	1.2	10	1%	1.6
COc1ccc(-n2nnnc2S(=O)(=O)CC(=O)N2CCCCC2)cc1	92*	-3	22	-6	69*	-1.2	-2	9%	-0.7
CN1CCCC(OC(=O)c2ccc3c(c2)OCCO3)C1 (centres undefined)	3	0	-13	-4	5	0.2	-6	2%	0.7
CCOc1ccccc1N(CC(=O)OC)S(C)(=O)=O	4	-6	-19	-1	7	0.3	-3	5%	-4.5

Remaining list, next part
SMILES	5HT1a antag	SF1 activator	Ecoli tolC	MMP13 inh	HTR1E antagonist	HTR1E agonist	RORa activator	NADH coupling	HTR1A agonist
CCc1nnc(NC(=O)Cn2nc(-c3ccccc3OC)ccc2=O)s1	10	-1	-7	1	-2	-0.8	4	7%	0.5
COc1cccc2cc(C(=O)C3=C(O)C(=O)N(CCCN4CCOCC4)C3c3ccncc3)oc12 (centres undefined)	1	1	-18	-1	4	0.1	-10	4%	0.2
CC1(c2ccco2)NC(=O)NC1=O (centres undefined)	·	11	2	0	-4	-0.7	0	0%	1.9
COCCn1nnnc1C(c1cccc(OC)c1OC)N1CCN(C2CCCCC2)CC1 (centres undefined)	5	-7	-10	4	7	-0.8	6	9%	-1.0
Cc1oc(-c2ccc(Cl)cc2)nc1CN1CCCC(C(=O)NCCCN2CCCC2=O)C1 (centres undefined)	-2	-16	-2	7	-2	2.0	14	1%	1.8
Cc1c(C#N)c2ncn(Cc3ccccc3)c(=O)c2n1-c1ccccc1	-30	-10	11	-1	11	0.5	12	3%	0.4
COc1cc(C(=O)OC(C)CN2CCCC2)cc(OC)c1OC (centres undefined)	11	-4	-12	-4	13	-0.8	1	2%	-0.2
COc1ccc(NC(=O)CCN2CCN(S(=O)(=O)c3cc(Cl)ccc3OC)CC2)cc1	8	6	-1	5	16	0.2	3	4%	0.1
O=C(O)CSC1=NCCN1	12	11	-12	1	-5	-1.3	9	2%	-0.8
O=C(O)CCNc1nc(-c2ccccc2)nc2ccccc12	5	-14	-9	5	-2	-0.5	14	5%	-2.5
CCOc1ccc(N2C(=O)CC(Sc3ncccn3)C2=O)cc1 (centres undefined)	-1	8	-7	-4	-3	-1.2	-16	1%	-3.8
COc1cc(OC)cc(C2C(C#N)=C(N)Oc3n[nH]c(-c4cccnc4)c32)c1 (centres undefined)	1	10	-11	1	13	-1.0	-4	0%	-3.5
COc1ccccc1N1CCN(C(=O)Nc2cccc(C)c2)CC1	13	-6	12	-3	-7	3.6	-1	6%	-2.1
Clc1cc(Cl)c2nc(N3CCOCC3)sc2c1	-4	58*	3	3	-3	0.5	21	8%	-4.5
CC(=NCc1ccco1)c1c(C)[nH]n(-c2nc3ccccc3s2)c1=O	-27	12	-15	-2	-7	1.0	-25	16%	3.3
CC1(C)CC2CC(C)(CN2C(=O)CCCN2C(=O)c3ccccc3C2=O)C1 (centres undefined)	-6	-5	3	1	-15	1.0	8	6%	-1.8
CC(C(=O)NCc1cccnc1)N1C(=O)c2ccccc2C1=O (centres undefined)	19	5	-5	-4	4	0.1	12	2%	-1.8
O=C1c2oc3ccccc3c(=O)c2C(c2cccs2)N1CCCN1CCOCC1 (centres undefined)	-7	8	-9	-6	-4	0.8	-18	6%	-0.8
COc1ccc(S(=O)(=O)N(C)CC(=O)Nc2ccccc2OC)cc1C	8	-14	11	-1	6	-0.1	1	5%	-1.5
CCOCCCNCC(=O)N1CCN(S(=O)(=O)c2ccc(C)cc2)CC1	2	-1	-13	1	6	-0.2	-24	7%	-3.1
O=C(OCC#CCSc1nnc(-c2ccncc2)o1)c1cccs1	-9	-25	1	-3	-4	-0.3	25	3%	-3.7
CCn1c(SCC(=O)Nc2nc3c(s2)CCCC3)nnc1-c1ccccc1	-12	-2	40	-1	-10	0.5	-12	9%	-0.7

5 of the compounds above, in CSV form.
structure,5HT1a antag,SF1 activator,Ecoli tolC,MMP13 inh,HTR1E antagonist,HTR1E agonist,RORa activator,NADH coupling,HTR1A agonist
COc1cc(C(=O)OC(C)CN2CCCC2)cc(OC)c1OC (centres undefined),11,-4,-12,-4,13,-0.8,1,2%,-0.2
COc1ccc(NC(=O)CCN2CCN(S(=O)(=O)c3cc(Cl)ccc3OC)CC2)cc1,8,6,-1,5,16,0.2,3,4%,0.1
O=C(O)CSC1=NCCN1,12,11,-12,1,-5,-1.3,9,2%,-0.8
O=C(O)CCNc1nc(-c2ccccc2)nc2ccccc12,5,-14,-9,5,-2,-0.5,14,5%,-2.5
CCOc1ccc(N2C(=O)CC(Sc3ncccn3)C2=O)cc1 (centres undefined),-1,8,-7,-4,-3,-1.2,-16,1%,-3.8
